# miR122 inh = blocks miR-122 activity in Huh7 sensor cells; Huh7 miR-122 Renilla luciferase sensor, 48 h; neutral wells = 0, positive control = 100; activation (reporter increase), % at 12.5 µM; 0.3% of 340,000 active;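 active means mean replicate activation score at least 90 and every replicate individually at or above 90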;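 further: higher luciferase means less miR-122 activity so hits act as miR-122 inhibitors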
# ERAP1 inh = ERAP1 (human) enzyme inhibition. AID 652197. recombinant ERAP1, Leu-AMC fluorescence, 60 min. inhibition, % at 10.7 µM. 0.15% of 340,000 active. Q9NZ08;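 active means mean replicate inhibition of at least 30%, or all replicates individually reaching that 30% level; inactive means mean below 30% and not every replicate reaching it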;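 further: 0% = neutral control wells and 100% = L-leucinethiol positive control wells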
# PglD inh = blocks C. jejuni PglD acetyltransferase activity. 0.098% of 360,000 active. purified PglD enzyme, DTNB colorimetric CoA detection. inhibition, % at 12.5 µM; in the data active means inhibition above about 16%, passing the limit was not always enough; further: strong numbers were not always called active
# RAD54 branch = RAD54 (human) branch migration inhibition. Q92698. RAD54 Holliday junction branch migration, FAM/BHQ fluorescence. inhibition, % at 10.4 µM. 0.14% of 360,000 active. AID 602329;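 active means mean normalized replicate activity at least 40 and at least half of replicates scoring 40 or more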;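 further: 0% = median of neutral control wells and 100% = median of positive control wells; inhibitors cause a drop in the FAM fluorescence signal; in these data hits start at about 50%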
# E-sel inducer = E-selectin induction on HUVECs | HUVEC E-selectin immunofluorescence imaging; normalized: neutral wells 0, TNF-alpha wells 100 | 0.37% of 260,000 active | activation, % at 7.58 µM;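 active means mean E-selectin-positive cell signal at least 10% of the positive control, reached in at least 60% of replicates, without over 20% cell loss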;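 further: in these data hits start at about 27%; measured in HUVEC primary endothelial cells; signal is the percent of cells scored E-selectin positive by PE staining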
# Target sequence (P16581 whole entry, looked up): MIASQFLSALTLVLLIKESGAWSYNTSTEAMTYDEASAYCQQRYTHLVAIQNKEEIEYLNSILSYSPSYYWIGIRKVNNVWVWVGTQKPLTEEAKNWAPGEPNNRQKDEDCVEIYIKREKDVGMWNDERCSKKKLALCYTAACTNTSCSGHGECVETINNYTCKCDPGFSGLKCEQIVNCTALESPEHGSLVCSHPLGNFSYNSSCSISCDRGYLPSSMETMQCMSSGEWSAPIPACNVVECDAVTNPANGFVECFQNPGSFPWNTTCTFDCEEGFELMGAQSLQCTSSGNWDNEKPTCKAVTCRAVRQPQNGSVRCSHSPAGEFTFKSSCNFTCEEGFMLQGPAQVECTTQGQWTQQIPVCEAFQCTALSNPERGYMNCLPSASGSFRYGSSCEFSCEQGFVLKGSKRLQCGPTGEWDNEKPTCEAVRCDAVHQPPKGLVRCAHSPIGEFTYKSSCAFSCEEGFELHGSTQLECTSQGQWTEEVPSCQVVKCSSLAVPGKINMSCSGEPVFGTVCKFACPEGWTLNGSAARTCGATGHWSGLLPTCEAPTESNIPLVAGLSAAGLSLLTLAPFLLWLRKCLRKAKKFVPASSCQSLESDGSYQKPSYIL
#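 Assay system: HUVEC, human umbilical vein endothelial cells / Amount: 3,000 HUVEC/well / Controls: TNF-alpha positive control, DMSO neutral control / Compound dosing: single concentration / Medium: EGM-2 over gelatin coat / Evaluation: percent E-selectin-positive cells / Signal: immunofluorescence imaging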
# Cneo AK release = causes C. neoformans cell lysis; adenylate kinase release luminescence, 4 h; normalised: neutral wells 0, clomiphene wells 100; 0.2% of 360,000 active; lysis activity, % at 15 µM;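 active means mean lysis activity across replicates of at least 80%, whatever share of replicates individually reach that level; inactive means mean lysis activity below 80%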
#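 Assay system: C. neoformans cells. Amount: yeast cell density of 5 × 10^6 cells/mL. Technique: AK luminescence. Buffer or medium: YPD. Times: static 4 h at 37 °C with compound, 1 h detection. Dosing: single-point compound dose. Read-out: lysis from increased AK signal.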
# RAD52 inh = inhibitors of human RAD52 DNA annealing; 0.46% of 360,000 active; recombinant RAD52 DNA annealing, FRET fluorescence; inhibition, % at 18.7 µM; AID 651710;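 active means every replicate showing at least 50% inhibition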
# Target sequence (P43351 whole entry, looked up): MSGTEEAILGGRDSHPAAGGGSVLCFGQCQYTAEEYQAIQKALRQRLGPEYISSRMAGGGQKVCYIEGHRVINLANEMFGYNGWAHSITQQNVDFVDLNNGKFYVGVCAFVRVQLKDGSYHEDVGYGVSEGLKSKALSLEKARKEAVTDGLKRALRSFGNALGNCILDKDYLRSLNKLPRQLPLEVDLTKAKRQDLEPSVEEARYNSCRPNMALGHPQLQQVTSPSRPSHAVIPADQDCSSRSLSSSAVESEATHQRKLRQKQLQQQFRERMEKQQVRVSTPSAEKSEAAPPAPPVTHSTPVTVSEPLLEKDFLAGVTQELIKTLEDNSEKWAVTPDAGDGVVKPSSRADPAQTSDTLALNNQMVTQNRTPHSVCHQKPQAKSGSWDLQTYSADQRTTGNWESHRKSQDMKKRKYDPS
# PGC1a acetyl inh = lowers PGC1a acetylation signal in U2OS cells; AlphaScreen anti-acetyl-lysine; with virally co-expressed GCN5 acetyltransferase; inhibition, % at 15.6 µM; 0.17% of 350,000 active;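 active means every replicate shows inhibition of at least 40%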;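 further: 0% = neutral control wells and 100% = positive control wells; some results beyond the cut were filed as inactive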
# * marks the source's active call; other numbers are inactive results; nt = no result given; & = joins results of further samples; [ ] = another dose, or the depositor's remark. Hits appear at their usual frequency. Share with any hit: about 1.4%.
SMILES,miR122 inh,ERAP1 inh,PglD inh,RAD54 branch,E-sel inducer,Cneo AK release,RAD52 inh,PGC1a acetyl inh
Cc1cccc(NCN2C(=O)c3ccncc3C2=O)n1,-2.9,1.0,nt,-1.1,nt,3.8,-4.9,0.0
CS(=O)(=O)N1CCC(C(=O)Nc2ccc(F)cc2F)CC1,4.7,nt,2.1,1.9,nt,-0.2,nt,5.6
CCN(C(=O)COc1cc(=O)n(CC)c2ccccc12)c1cccc(Cl)c1,-10.9,nt,-0.2,3.0,nt,-4.2,nt,-30.7
COc1cc(NC(=O)CCC(=O)O)nc(OC)n1,4.5,nt,-0.5,7.3,nt,3.2,nt,-5.4
Cc1c(C)n(C(=O)CSc2ncn[nH]2)c2ccccc12,nt,2.8,-4.6,-6.4,nt,-1.1,-15.0,nt
O=C(NCc1n[nH]c(=S)n1-c1ccc(Br)cc1)c1ccc(S(=O)(=O)N2CCCCC2)cc1,nt,5.0,1.0,0.2,-0.1,-2.2,-7.3,nt
COC(=O)c1cccc(NC(=O)COC(=O)CSc2nc(C)cc(C)n2)c1,-2.9,nt,-5.6,-7.2,nt,5.1,nt,6.2
COCC(C)n1c(=O)sc2ccccc2c1=O (stereo not given),-10.9,-1.5,nt,nt,nt,nt,-3.3,7.5
COC(=O)c1ccc(CN2CCC(n3nccc3NC(=O)C3CCCC3)CC2)cc1,-3.0,-2.1,4.2,-10.5,0.3,-1.4,-13.7,3.0
CCOC(=O)Cn1c(S(=O)(=O)Cc2ccc(F)cc2)nc(-c2ccccc2)c1-c1ccccc1,6.6,nt,0.4,-2.7,nt,-0.3,nt,-11.4
CC(=O)N(C)C[C@H]1[C@@H](c2ccc(-c3ccc(F)cc3)cc2)[C@@H](CO)N1C(C)=O,-33.3[16.7 µM],1.7,7.2,3.2,0.0,1.8,1.5,3.5
COc1cccc(-c2nc3ccccc3s2)c1,3.0,nt,0.4,-6.8,nt,-8.3,nt,-3.8
COc1ccc2cc1Oc1ccc(cc1)C[C@H]1c3cc(c(OC)cc3CCN1C)Oc1c(OC)c(OC)cc3c1[C@@H](C2)N(C)CC3,-4.6,6.6,-0.2,-2.9,-0.2,-2.2,4.7,13.0
O=C(CSc1ccc2nnc(CCNC(=O)c3ccccc3)n2n1)NC1CCCC1,nt,-3.9,-5.3,5.3,-0.9,3.4,-3.3,nt
Cc1cc(=O)oc2cc(NC(=O)c3cccc(F)c3)ccc12,0.7,1.1,-3.4,-13.9,0.1,0.3,-1.0,-0.5
CCOC(=O)c1c(C)[nH]c(C)c1C(=O)CSc1nnc(-c2ccco2)n1Cc1ccccc1,-7.6,nt,-2.3,10.3,nt,2.4,nt,-8.5
CCCCOC(=O)c1ccc(NC(=S)N2CCN(c3ncc4c(=O)c(C(=O)O)cn(CC)c4n3)CC2)cc1,-19.2,0.4,2.6,0.9,6.7,-2.5,-2.3,5.3
Cc1nnc(SCC(=O)Nc2ccccc2)c2ccccc12,-2.9,0.0,0.2,2.2,nt,-6.6,-17.0,nt
Nc1n[nH]c2c1C1(CCCCC1)Cc1ccccc1-2,-1.3,nt,1.0,-11.4,nt,-1.9,nt,9.7
COc1ccc(-c2ccc3c(c2)[C@@H]2[C@@H](CCN2S(=O)(=O)C2=NC(C)C=N2)[C@H](CO)N3C)cc1 (stereo not given in full),3.6[16.7 µM],2.0,-0.8,-3.4,-0.2,-1.4,12.4,-5.0

# The list goes on (3 carried over from the part before).
SMILES,miR122 inh,ERAP1 inh,PglD inh,RAD54 branch,E-sel inducer,Cneo AK release,RAD52 inh,PGC1a acetyl inh
Cc1nnc(SCC(=O)Nc2ccccc2)c2ccccc12,-2.9,0.0,0.2,2.2,nt,-6.6,-17.0,nt
Nc1n[nH]c2c1C1(CCCCC1)Cc1ccccc1-2,-1.3,nt,1.0,-11.4,nt,-1.9,nt,9.7
COc1ccc(-c2ccc3c(c2)[C@@H]2[C@@H](CCN2S(=O)(=O)C2=NC(C)C=N2)[C@H](CO)N3C)cc1 (stereo not given in full),3.6[16.7 µM],2.0,-0.8,-3.4,-0.2,-1.4,12.4,-5.0
COc1ccccc1CCC(=O)Nc1cc(S(=O)(=O)N2CCOCC2)ccc1N1CCCC1,-0.5,2.1,6.3,2.6,2.5,0.9,4.4,1.7
Cc1ccc(S(=O)(=O)N(C)C[C@H]2OCCCC[C@H](C)Oc3ccc(NC(=O)Nc4ccc(F)cc4)cc3C(=O)N([C@H](C)CO)C[C@H]2C)cc1,3.2[16.7 µM],1.5,-3.8,-14.2,0.1,3.3,-17.4,-7.2
C[C@@H]1CCCCO[C@H](CN(C)C(=O)Cc2ccccc2)[C@@H](C)CN([C@H](C)CO)C(=O)c2cc(NC(=O)Cc3ccccc3)ccc2O1,25.0[16.7 µM],-1.1,1.1,-14.5,-0.3,-3.2,8.5,-3.1
c1ccc(NC(c2ccccc2)c2ccncc2)cc1 (stereo not given),nt,-0.8,-1.6,1.0,-1.7,0.3,-0.5,nt
COC(=O)c1cc(S(=O)(=O)N2CCN(C(=O)c3ccco3)CC2)cn1C,-8.8,1.2,5.7,4.6,nt,1.4,-6.2,1.4
COc1ccc(CNC(=O)c2cc3cccc(O)c3oc2=N)cc1,-7.1,3.2,-3.3,-3.8,0.2,-7.8,-30.5,-2.5
COCCNC(=S)N1CCCN(c2nc3cc(C)ccc3cc2C#N)CC1,2.0,5.3,-7.5,-4.8,nt,4.3,-11.4,-8.6
CCc1cccc(NC(=O)CN2C(=O)NC3(CCCCCCC3)C2=O)c1,22.9,nt,-2.6,0.4,nt,2.0,nt,-0.7
O=C(O)C1CC(=O)N(c2ccc(OCc3ccccc3Cl)cc2)C1 (stereo not given),-7.7,9.3,2.6,1.9,nt,3.6,-11.0,-9.2
COc1ccc(NC(=O)Nc2cccc3c2O[C@@H](CN(C)S(=O)(=O)c2ccc(OC)cc2)[C@H](C)CN([C@H](C)CO)C3=O)cc1,-14.2[16.7 µM],-1.1,2.5,-2.9,-0.4,-5.3,-1.9,-30.7
Cc1cc(C)c(CN2CCC(N3CCC(C(=O)NCC4CCCO4)CC3)CC2)cc1C (stereo not given),-1.6,-3.1,-3.1,2.1,nt,-1.4,-15.2,-3.0
Cc1cccn2c(=O)c3cc(C(=O)NCc4ccco4)c(=N)n(CCOCCO)c3nc12,-3.1,nt,1.3,73.3*,nt,0.9,nt,2.5
C[C@@H]1CN([C@@H](C)CO)C(=O)c2cc(NC(=O)CCC(F)(F)F)ccc2O[C@@H]1CN(C)Cc1ccc(Oc2ccccc2)cc1,32.5[16.7 µM],0.0,3.7,4.4,0.0,5.7,26.3,-2.3
CCCCn1c(CCCNC(=O)c2ccco2)nc2ccccc21,nt,-3.7,nt,4.1,-0.8,-5.1,-8.1,nt
CCN1CCN(CC(=O)Nc2nc3ccccc3s2)CC1,-7.7,-0.4,5.4,2.9,nt,1.7,-5.3,-0.3
O=C(Nc1ccc(Cl)c(Cl)c1)N[C@@H]1CC[C@H](CCn2cc(C3CCCCC3)nn2)O[C@H]1CO,nt,-0.4,2.1,4.2,0.9,0.4,-2.0,3.9
CCOc1cccc(CN2CCC(Oc3ccc(C(=O)N4CCCC4)cc3)CC2)c1,-8.1,3.2,3.9,-10.4,nt,-1.0,-11.8,-4.8
CC(C)CC#Cc1cnc2c(c1)C(=O)N([C@H](C)CO)C[C@H](C)[C@H](CN(C)CC1CCOCC1)O2,-1.8[16.7 µM],-7.8,17.2,-2.9,-0.2,-7.0,-7.7,-3.7
CNC[C@H]1Oc2ccc(NC(=O)Nc3ccccc3)cc2C(=O)N([C@@H](C)CO)C[C@H]1C,2.3[16.7 µM],0.3,-1.0,9.2,-3.1,-4.3,-2.0,1.5
COc1ccc(NC(=S)NCc2ccccc2)c(OC)c1,14.9,-5.8,4.4,1.2,nt,5.3,-12.1,-4.1
CC(C)NC(=O)N1[C@@H]2c3cccc(=O)n3C[C@H]1[C@H](CO)[C@H]2C(=O)N1CCC(Cc2ccccc2)CC1,nt,-1.1,nt,nt,-0.2,nt,-1.6,-6.2
CCCc1[nH]nc2c1C(c1ccc(OCCN3CCOCC3)c(OCC)c1)C(C#N)=C(N)O2 (stereo not given),3.0,nt,-2.3,3.6,nt,-3.5,nt,-11.4
COc1ccc(CCC(C)Nc2ccc(F)cc2)cc1 (stereo not given),-0.5,0.7,4.8,-10.7,nt,3.1,-5.1,-19.7
COc1cccc(NC(=O)N2C[C@@H](O)COC[C@H]3O[C@H](CC(=O)NCc4ccccc4F)CC[C@@H]32)c1,6.1[16.7 µM],nt,0.7,-2.0,0.1,-0.1,nt,-1.5
CN(C)c1ccc(C(=O)/C=C/c2ccc(Br)cc2)cc1,-10.3,-0.7,-8.7,-6.0,nt,0.3,-27.4,nt
CCn1c(COc2ccccc2)nnc1SCC(=O)C(C)(C)C,1.4,nt,-3.2,-6.1,nt,3.2,nt,-2.1
COc1ccccc1OCC(=O)NN1Cc2ccccc2C1=N,0.9,nt,2.0,-12.2,-1.9,-1.3,nt,7.6
O=C(NCC[C@@H]1CC[C@@H](NC(=O)C2CCC2)[C@H](CO)O1)Nc1ccc(Cl)cc1,nt,-5.7,4.8,5.5,0.4,-0.6,14.2,-4.6
O=C(c1ccccc1)N1CC2(C1)[C@H](c1ccccc1)[C@@H](CO)N2Cc1cccnc1,nt,2.1,nt,nt,0.7,nt,-8.4,0.3
CS(=O)(=O)Nc1ccccc1C(=O)NCC1(N2CCCCC2)CCCCC1,-9.6,-0.5,-1.1,-9.8,nt,0.7,-15.2,2.2
O=C(CN1C2=NCCN2c2ccccc21)c1ccc2c(c1)OCO2,-0.1,nt,1.6,-5.2,nt,-1.0,nt,-0.1
C[C@H]1CN([C@@H](C)CO)C(=O)Cc2cc(NS(C)(=O)=O)ccc2O[C@@H]1CN(C)CC1CC1,4.2[16.7 µM],-2.4,2.2&-2.9,5.2&-0.4,-0.4&-0.1,-0.2&1.0,3.6,2.1&-2.8
Nc1nc(=S)c2ncn(C3OC(CO)C(O)C3O)c2[nH]1 (stereo not given),nt,9.2,-1.6,13.1,0.0,-1.4,-7.0,4.4
CC(C)NC(=O)N1CC[C@H]2[C@@H]1c1cc(C#Cc3cccnc3)ccc1N(C)[C@H]2CO,0.5[16.7 µM],nt,-2.3,1.2,0.8,-7.3,-22.1,-1.2
CCC(=O)N(C)C[C@H]1Oc2cc(C#C[C@H](C)O)ccc2S(=O)(=O)N([C@@H](C)CO)C[C@H]1C,1.1[16.7 µM],-0.8,1.3,-2.0,3.5,-2.2,-2.8,6.8
O=C(CCNS(=O)(=O)c1ccc(Br)s1)NCc1ccc(F)cc1,nt,-2.6,nt,nt,4.0,nt,8.0,-1.6
O=C(N/N=C/c1ccncc1)c1cccs1,-1.0,nt,1.0,-7.6,nt,-6.3,nt,2.1
O=C(C[C@@H]1C=C[C@H](NC(=O)C2CC2)[C@H](CO)O1)NCc1ccccc1Cl,-3.3[16.7 µM],-1.4,2.3,-3.0,0.2,3.0,8.4,-21.5
O=C(Nc1ccccc1F)NC1CC1,-0.5,-0.2,6.1,4.2,nt,2.0,-8.9,8.1
CC(=O)Nc1cc(-c2cccc(C(=O)N(C)C)c2)cn2c(-c3ccc(F)c(Cl)c3)cnc12,-2.3,0.9,0.7,12.4,-0.1,1.2,-21.9,nt
O=C(CCCCCCCC(=O)c1ccccc1)c1ccccc1,nt,-2.8,-1.3,-24.8,nt,6.9,4.5,nt
COc1ccc(C)cc1NC(=O)c1ccoc1C,9.0,nt,-1.2,-4.5,nt,-0.8,nt,4.4
Cc1ccc2c(c1)NC(=O)C(N1CCOCC1)(C(F)(F)F)O2 (stereo not given),-1.4,nt,0.2,-0.2,nt,-1.9,nt,1.9
